Assay outcomes: PubChem BioAssay, several laboratories
FXIa inh = factor XIa (human) inhibition. P03951. purified FXIa, Boc-Glu-Ala-Arg-AMC fluorogenic substrate. inhibition, % at 5 µM. 0.14% of 220,000 active;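 active = inhibition of at least 40%; inactive = inhibition below 40%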;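 note: fluorescence of freed AMC excited at 355 nm; 0% = enzyme without compound and 100% = no enzyme blank; many of its hits are not listed in these tables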
EP2 antag = EP2 receptor (human) inhibition | P43116 | C6 glioma cells expressing human EP2, cAMP TR-FRET; cells stimulated with saturating PGE2 | inhibition, % at 25 µM | 0.52% of 260,000 active;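 active = percent inhibition above 40 after rounding to a whole number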;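 note: rat C6 glioma host cells with rolipram phosphodiesterase inhibitor present; the protocol text gives 20 µM as final concentration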
Target sequence (P43116 whole entry, looked up): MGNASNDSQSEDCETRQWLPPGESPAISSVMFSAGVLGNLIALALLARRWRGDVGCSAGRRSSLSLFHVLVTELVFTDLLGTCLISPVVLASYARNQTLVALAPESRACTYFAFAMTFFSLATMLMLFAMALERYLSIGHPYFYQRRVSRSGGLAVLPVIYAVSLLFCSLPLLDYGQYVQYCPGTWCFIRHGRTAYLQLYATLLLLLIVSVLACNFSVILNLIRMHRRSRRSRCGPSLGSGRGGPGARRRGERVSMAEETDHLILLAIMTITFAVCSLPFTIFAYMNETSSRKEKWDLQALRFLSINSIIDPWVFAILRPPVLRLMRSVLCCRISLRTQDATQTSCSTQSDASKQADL
Tb hexokinase = T. brucei hexokinase 1 inhibition; AID 1430; inhibition, % at 10 µM; 0.11% of 220,000 active; recombinant TbHK1, G6PDH-coupled NADH A340;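 active = inhibition of 50% or more in the single-dose primary screen; inactive = inhibition below 50%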
FXIIa inh 1536 = factor XIIa (human) inhibition | P00748 | 0.3% of 220,000 active | inhibition, % at 5 µM | AID 800 | purified FXIIa, Boc-QGR-AMC fluorogenic substrate, 2 h; in the data active = inhibition above about 40%;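 note: 0% = enzyme with no compound and 100% = blank without enzyme; many of its hits are not listed in these tables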
zVAD death inh = blocks zVAD induced death of L929 cells; 0.38% of 220,000 active; AID 1377; viability rescue, % at 10 µM; L929 zVAD necroptosis rescue, ATP luminescence, 24 h; with zVAD 60 µM;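 active = activation, scaled between plate controls, above about 75%, limit read from the data; inactive = activation under that limit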;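 note: 0% = zVAD with DMSO and 100% = DMSO alone without zVAD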
Wee1 stabilizer = blocks degradation of human Wee1 kinase; AID 1321; reporter increase, % at 5 µM; HeLa Luc-Wee1K328M stability, luciferase luminescence; 100% = proteasome inhibitor MG132 effect; P30291; 1.2% of 220,000 active;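 active = activation above the mean of all tested compounds plus 3 SD, set per screening run, cut at about 8.8% in these data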;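 note: cells exposed to compound for 20 h before luminescence read; 0% = DMSO alone and 100% = MG132 at 30 µM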
Target sequence (P30291 whole entry K328M): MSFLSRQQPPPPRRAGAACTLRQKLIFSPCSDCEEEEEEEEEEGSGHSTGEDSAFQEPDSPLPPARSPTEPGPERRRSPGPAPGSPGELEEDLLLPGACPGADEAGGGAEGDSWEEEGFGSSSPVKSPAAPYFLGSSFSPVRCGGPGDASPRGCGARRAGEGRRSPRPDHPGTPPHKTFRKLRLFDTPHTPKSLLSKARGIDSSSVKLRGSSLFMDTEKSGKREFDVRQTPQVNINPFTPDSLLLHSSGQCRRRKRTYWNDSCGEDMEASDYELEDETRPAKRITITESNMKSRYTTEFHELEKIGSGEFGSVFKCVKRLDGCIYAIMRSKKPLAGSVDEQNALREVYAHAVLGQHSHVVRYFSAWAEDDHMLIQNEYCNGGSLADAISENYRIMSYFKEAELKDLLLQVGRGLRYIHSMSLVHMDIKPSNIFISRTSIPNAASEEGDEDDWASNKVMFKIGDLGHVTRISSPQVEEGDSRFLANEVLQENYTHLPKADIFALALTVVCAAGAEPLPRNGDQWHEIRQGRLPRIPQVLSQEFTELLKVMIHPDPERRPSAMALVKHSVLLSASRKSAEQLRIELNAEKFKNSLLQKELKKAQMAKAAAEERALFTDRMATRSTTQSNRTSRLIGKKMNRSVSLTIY
TNF necrop inh = TNF-alpha cell death inhibition in Jurkat FADD-/- cells. Jurkat FADD-/- TNF necroptosis rescue, ATP luminescence, 24 h; 0 = TNF only, 100 = no-TNF cells. activation (protection from cell death), % at 10 µM. 0.068% of 220,000 active;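 active = activation, meaning protection from cell death, of at least 50% relative to plate controls; inactive = activation below 50%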;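 note: necroptosis triggered by 40 ng/mL TNF-alpha added together with compound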
CHOP inhibitor = blocks CHOP induction under ER stress; inhibition, % at 10 µM; 3.8% of 220,000 active; CHO-K1 CHOP-promoter luciferase, tunicamycin-induced, 15-18 h;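 active = compounds that reduced the stress-induced luciferase reporter signal by more than about 70% of percent inhibition, limit read from the data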;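 note: 0% = tunicamycin plus vehicle and 100% = wells without tunicamycin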
PPC-1+TRAIL kill = PPC-1 cancer cell killing with TRAIL present | PPC-1 cells + TRAIL, ATPLite viability luminescence | cell killing (% activity), % at 4 µM | 0.41% of 220,000 active | AID 1443;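 active = cell killing above 50% in the first pass at 4 µM, then a duplicate retest at 5 µM averaging 50% or more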;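 note: plate controls were cells with TRAIL plus DMSO for no effect and medium-only wells lacking cells for full effect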
Numbers without * were called inactive; . = no result given; & = joins results of further samples. Not all compounds are listed; the hit share may differ from the screen's.

SMILES | FXIa inh | EP2 antag | Tb hexokinase | FXIIa inh 1536 | zVAD death inh | Wee1 stabilizer | TNF necrop inh | CHOP inhibitor | PPC-1+TRAIL kill
CCCc1nc2ccc(NC(=O)NCCC(=O)OCC)cc2c(=O)n1Cc1ccc(Cl)cc1 | 8 | 14 | 0 | 18 | -1.2 | 2 | -0.2 | 16 | 7
Cc1ccc(/C=C(\NC(=O)c2ccccc2)C(=O)NC(Cc2ccccc2)C(=O)O)cc1 (stereo not given) | 6 | 4 | 33 | 20 | -0.1 | -3 | 0.9 | 9 | 3
O=C(c1cnccn1)N1CCN(c2ccccc2F)CC1 | 9 | 5 | -5 | 6 | 0.0 | 2 | -0.5 | 1 | -8
COc1cc2cc(Oc3ccc4ccc(=O)oc4c3)c(=O)oc2cc1OC(C)=O | -1 | 13 | -13 | 8 | -0.8 | -1 | -0.5 | 20 | 16
O=C(NCCN1CCN(c2ccccc2)CC1)C1(S(=O)(=O)c2ccc(Cl)cc2)CC1 | -2 | 9 | -2 | 10 | -0.5 | 0 | -0.7 | 53 | 19
N#C/C(=C/c1ccc(N2CCCCC2)o1)C(=O)Nc1ccc(Cl)cc1 | -7 | 1 | -8 | 3 | 0.0 | 0 | -2.5 | 67 | 7
CCN(CCn1cccn1)C(=O)CCc1nnc(CCCc2ccccc2)o1 | 1 | 2 | 5 | 6 | 1.7 | 4 | -0.5 | -1 | .
CCCCCc1cc(=O)oc2c(C(CCN3CCCC(C)C3)c3ccc(N(C)C)cc3)c(OC)cc(OC)c12 (stereo not given) | -1 | 9 | 3 | 4 | 10 | . | -13 | 84* | 4
COc1cc(/C=N/O)ccc1Oc1ccc([N+](=O)[O-])cc1[N+](=O)[O-] | -2 | 7 | -2 | 4 | 0.8 | -2 | -1.9 | 3 | -7
COCCCn1c(SCC(=O)OC2CCCCC2)nnc1-c1ccco1 | 17 | 6 | 3 | 28 | 0.2 | 0 | -1.8 | -7 | 18
O=C(Nc1nc(-c2ccccc2)c(C(=O)c2ccccc2)s1)c1ccc(S(=O)(=O)N2CCCCC2)cc1 | -7 | 18 | -9 | -1 | -0.1 | -3 | 2.3 | 27 | 6
CCOC(=O)c1c(NC(=O)COc2cccc3c2CCN(CC)C3=O)sc2c1CCC2 | 7 | 11 | 0 | 19 | 2.1 | 3 | 2.5 | 78* | 11
O=C(Cn1cnc2c(nnn2-c2ccc(F)cc2)c1=O)N1CCCc2ccccc21 | 1 | 2 | 0 | 7 | 0.1 | -3 | 1.3 | 52 | 10
CCCC(=O)Nc1ccc(C(=O)NCCCn2ccnc2)cc1 | 1 | 11&21 | 4 | -6 | -1.2 | 3 | 0.9 | 74* | -6
CCCCCCC(C)OC(=O)c1ccccc1C(=O)O (stereo not given) | 1 | 10 | -8 | 11 | 1.0 | 0 | 0.4 | -4 | -4
CC(C)Cc1ccc(C#N)c(SCC(N)=O)n1 | -4 | 3 | 3 | -6 | 0.7 | -2 | 0.5 | 4 | 9
C=CCNC(=O)C(=O)NCCCN1CCOCC1 | 1 | 5 | -2 | 9 | 0.7 | 1 | 0.4 | 7 | -17
CC(=O)NNS(=O)(=O)c1ccc(-c2cc(C(F)(F)F)n(C)n2)s1 | 3 | 12 | -11 | 2 | 0.2 | -2 | 1.7 | 1 | 7
S=C1SCN(Cc2cccnc2)CN1Cc1cccnc1 | 2 | 11 | -4 | 10 | 1.7 | -2 | -23 | 35 | 2
Cc1cccc(-n2c(SCC(N)=O)nnc2-c2ccccn2)c1C | 5 | 15&13 | 0 | 11 | 0.0 | 1 | -2.7 | 3 | 6
Clc1ccc(OCCSc2ncccn2)c(Br)c1 | -3 | 8 | -1 | . | 0.9 | 0 | -1.8 | 35 | 17
Cc1nn(C)cc1/C=N/NC(=S)Nc1ccc(Cl)cc1Cl | -1 | 6 | -9 | 5 | . | 1 | 0.3 | -18 | 10
COc1ccc(NC(=O)c2ccc3ccccc3c2)cc1NS(=O)(=O)c1ccc(F)cc1 | -1 | 6 | 1 | 1 | -0.5 | -3 | 4.0 | 30 | 7
Cc1cc(C)c(NC(=O)CS(=O)CC(=O)NCCCc2ccccc2)c(C)c1 (stereo not given) | 3 | 4 | 5 | -3 | -0.2 | -1 | -7.7 | 35 | 11
COc1cc(C2CC(=O)C3=C(C2)Nc2ncnn2C3c2cccs2)cc(OC)c1OC (stereo not given) | -1 | 7 | -23 | 6 | 0.3 | -1 | 1.2 | -27 | -11
SMILES | FXIa inh | EP2 antag | Tb hexokinase | FXIIa inh 1536 | zVAD death inh | Wee1 stabilizer | TNF necrop inh | CHOP inhibitor | PPC-1+TRAIL kill
CCC(C)NCCOc1ccc(Br)cc1 (stereo not given) | 13 | 8 | -4 | 1 | -0.8 | 1 | -0.7 | 22 | 6
COc1ccc(OC)c(-c2cc(C(=O)Nc3cc(C)n(Cc4ccc(Cl)cc4)n3)no2)c1 | 6 | 8 | -13 | 4 | 11 | 3 | -1.6 | -9 | 2
Cc1c(-c2ccc(F)cc2)[n+](=O)c(-c2ccc(F)cc2)c(C)n1[O-] | 6 | 7 | -6 | 18 | -0.3 | 2 | -0.5 | 22 | 7
CCOC(=O)C1C(=O)CC(C)(O)C(C(=O)OCC)C1c1ccccc1 (stereo not given) | 10 | 6 | 3 | 17 | -1.2 | -2 | 0.9 | 18 | 0
COCCN(C(=S)Nc1ccc(Cl)cc1OC)C1CCN(C(C)=O)CC1 | -1 | 3 | -4 | 10 | 0.0 | 7 | 1.1 | 1 | 11
Cc1ccc(C2(CCN)CCOC(C(C)C)C2)cc1 (stereo not given) | 2 | 4 | 8 | 4 | 2.6 | 3 | 3.2 | 6 | -1
Cc1cccc(Cn2nc(C(C)(C)C)cc2C(=O)Nc2ccc(F)cc2)c1 | 4 | 5 | -9 | 10 | 0.2 | 2 | -1.2 | 52 | 14
Cc1ccc(C(CC(=O)O)C2CCOC(C)(C)C2)cc1 (stereo not given) | -2 | -2 | 2 | 9 | -0.5 | -1 | -0.7 | -29 | 36
COc1ccc(C(=O)COC(=O)CCC(=O)c2cccs2)cc1 | -12 | 8 | -3 | 0 | 1.3 | -4 | 2.6 | -15 | 15
COC(=O)C1=C(C)NC(C)=C(C(=O)OC)C1/C=C/c1ccccc1 | -2 | 6 | -8 | 8 | 0.3 | -1 | -6.7 | 20 | 10
CCOc1ccc(NC(=O)CSc2nnc(C34CC5CC(CC(C5)C3)C4)n2C)cc1 | -4 | 8 | 4 | 2 | 0.3 | 1 | -0.4 | 13 | 37
CCOc1ccc(NC(=S)N2CCCCCC2)cc1 | 11 | 6 | 3 | 8 | 0.9 | -3 | 1.1 | 2 | 16
CCCCN(CCCC)CCCNC(=O)CC1Oc2ccc(C)cc2NC1=O (stereo not given) | 5 | 0 | 4 | 11 | -0.6 | 0 | -0.9 | 19 | 1
O=C(C1CCCN(S(=O)(=O)c2ccccc2)C1)N1CCN(c2ncccn2)CC1 (stereo not given) | 16 | 18 | 5 | 0 | -0.2 | -2 | -1.0 | 6 | 20
O=C(NNC(=O)C1CCN(S(=O)(=O)c2ccc(Cl)cc2)CC1)c1ccccc1 | 7 | 3 | 35 | 12 | 0.4 | 3 | 0.5 | 14 | -2
CCc1ccc2ncc(C(=O)c3ccccc3)c(N3CCOCC3)c2c1 | 4 | 14 | -1 | 11 | 1.8 | 3 | -4.5 | 37 | 3
O=C(Cn1ncc2c(=O)oc3ccccc3c21)NC1CC1 | -36 | 21 | 5 | 13 | 0.1 | 2 | -1.8 | 17 | 10
CCC(=O)NC(=S)Nc1ccc(NC(=S)NC(=O)c2ccc(C)cc2)cc1 | -2 | 8 | -17 | 0 | 0.8 | -1 | 1.3 | -28 | -7
CCC(C(=O)OCC(=O)Nc1cccc(OC)c1)c1ccccc1 (stereo not given) | -6 | 12 | 1 | 7 | 6.0 | 2 | 0.6 | -14 | 6
COc1ccc(C2NC3=C(CCCC3)C(C#N)(C#N)C2(C#N)C#N)cc1 (stereo not given) | 2 | 3 | -2 | 13 | -0.1 | -2 | -6.1 | 19 | 7
O=C(Nc1cccnc1)Nc1ccc(Br)cc1Cl | -3 | 4 | 1 | -2 | 0.2 | -2 | -2.9 | 34 | -7
Cc1nc(-c2cc(C#N)c(Sc3ccc(Cl)cc3Cl)nc2C)cs1 | 5 | 6 | -8 | 1 | 1.8 | -2 | 1.0 | 18 | -4
O=C1CCCc2c1nc(-c1cccc(Cl)c1)n2O | 17 | 19 | -16 | 9 | 0.3 | 3 | -0.4 | -16 | -14
CCOC(=O)C(O)(CC(=O)c1ccc(OC)cc1)C(F)(F)F (stereo not given) | 16 | 11 | -1 | 23 | . | -3 | 1.6 | 10 | 11
CC(C)CNC(=S)NNC(=O)c1csc2c1CCC(C)C2 (stereo not given) | -1 | 4 | 12 | -1 | -0.2 | 2 | 0.0 | 53 | -9
C[C@H]1[C@H](C)CC[C@]2(C(=O)O)CC[C@]3(C)C(=CC[C@@H]4[C@@]5(C)C[C@@H](O)[C@H](O)C(C)(C)[C@@H]5CC[C@]43C)[C@H]12 | 7 | 20 | -10 | 20 | 7.2 | 1 | -0.2 | 72* | 0

Entries of single compounds, quoted from the list. Screens in order: FXIa inh	EP2 antag	Tb hexokinase	FXIIa inh 1536	zVAD death inh	Wee1 stabilizer	TNF necrop inh	CHOP inhibitor	PPC-1+TRAIL kill
CCC(C(=O)OCC(=O)Nc1cccc(OC)c1)c1ccccc1 (stereo not given) is listed as -6	12	1	7	6.0	2	0.6	-14	6
Cc1ccc(C(CC(=O)O)C2CCOC(C)(C)C2)cc1 (stereo not given) is listed as -2	-2	2	9	-0.5	-1	-0.7	-29	36

Random excerpt: 4 compounds from above, in no set order.
SMILES | FXIa inh | EP2 antag | Tb hexokinase | FXIIa inh 1536 | zVAD death inh | Wee1 stabilizer | TNF necrop inh | CHOP inhibitor | PPC-1+TRAIL kill
Cc1ccc(C(CC(=O)O)C2CCOC(C)(C)C2)cc1 (stereo not given) | -2 | -2 | 2 | 9 | -0.5 | -1 | -0.7 | -29 | 36
CCOc1ccc(NC(=S)N2CCCCCC2)cc1 | 11 | 6 | 3 | 8 | 0.9 | -3 | 1.1 | 2 | 16
C[C@H]1[C@H](C)CC[C@]2(C(=O)O)CC[C@]3(C)C(=CC[C@@H]4[C@@]5(C)C[C@@H](O)[C@H](O)C(C)(C)[C@@H]5CC[C@]43C)[C@H]12 | 7 | 20 | -10 | 20 | 7.2 | 1 | -0.2 | 72* | 0
O=C(Nc1cccnc1)Nc1ccc(Br)cc1Cl | -3 | 4 | 1 | -2 | 0.2 | -2 | -2.9 | 34 | -7
